# Screening data from PubChem.
# BAP1 inh = human BAP1 deubiquitinase inhibition. Q92560. recombinant BAP1, Ub-AMC hydrolysis fluorescence kinetic; hits give low values. activity remaining (% of control), % at 20 µM. hit rate 0.48% among 72,000. AID 436;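 active = activity remaining at or below 50% of control, provided the compound also passes the data quality filters; inactive = the rest, including low values that fail the filters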;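 note: 100% = DMSO wells rate and 0% = substrate alone blank rate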
# HePTP inh = inhibitors of human HePTP phosphatase; P35236; recombinant HePTP phosphatase activity, OD absorbance; inhibition, % at 20 µM; hit rate 0.64% among 110,000; AID 521; in the data active = inhibition above about 50%;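 note: plate controls were vehicle for no effect and reference inhibitor for full effect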
# Target sequence (P35236 whole entry, looked up): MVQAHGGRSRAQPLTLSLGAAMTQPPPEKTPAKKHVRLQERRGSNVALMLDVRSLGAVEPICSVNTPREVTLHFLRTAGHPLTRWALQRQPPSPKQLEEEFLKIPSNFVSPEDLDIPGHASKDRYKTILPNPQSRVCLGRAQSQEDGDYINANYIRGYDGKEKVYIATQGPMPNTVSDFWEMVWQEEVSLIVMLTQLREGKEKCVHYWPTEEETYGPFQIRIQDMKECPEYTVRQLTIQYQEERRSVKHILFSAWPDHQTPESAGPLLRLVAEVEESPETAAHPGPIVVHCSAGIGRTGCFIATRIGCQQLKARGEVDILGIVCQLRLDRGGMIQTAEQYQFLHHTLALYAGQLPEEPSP
# * marks the source's active call; other numbers are inactive results; / = not tested or not shown; & = joins results of further samples.
SMILES	HePTP inh	BAP1 inh
CSc1nnc(Cc2cc(=O)[nH]c(=O)[nH]2)n1-c1cc(C)ccc1C	7	101
CCOC(=O)c1ccc(NC(=O)Nc2ccc(OC)c(OC)c2)cc1	0	140
CCC(=O)Nc1ccc2oc(-c3cccc(C)c3)nc2c1	3	/
Cc1ccc(NC(=O)Cc2ccc(Br)cc2)cc1C	-11	/
CCC1=NN2C(=N)/C(=C/c3cc(Br)c(OCc4ccc(F)cc4)c(OC)c3)C(=O)N=C2S1	9	/
O=C(NCC1CCCO1)C1CCC(N2C(=O)c3ccccc3C2=O)CC1 (stereo not drawn)	8	89
CCOC(=O)c1ccccc1NC(=O)c1cc(-c2cccs2)nc2ccccc12	4	/
c1ccc2c(c1)oc1c(NCCCn3ccnc3)ncnc12	-15	112
Cc1ccc(C2=C/C(=C\c3cccnc3)C(=O)O2)cc1	6	/
O=C(O)CC(C(=O)O)c1c[nH]c2ccccc12 (stereo not drawn)	-13	/
NC(CSC12CC3CC(CC(C3)C1)C2)C(=O)O (stereo not drawn)	0	87
CCOC(=O)C1CCCN(C(=O)c2cn(CC(C)C)c(=O)c3cc(OC)c(OC)cc23)C1 (stereo not drawn)	6	/
Nc1ncnc2c1ncn2C1CCCC1	/	94
O=C(c1cn(-c2ccccc2)nc1-c1ccncc1)n1nnc2ccccc21	0	86
CCN1c2ccccc2-c2nc3ccccc3n2C1c1ccncc1 (stereo not drawn)	7	/
COCCNC(=O)Cn1cc2c(n1)CCCCC2	7	99
COc1ccc(S(=O)(=O)Cc2ccc(C(=O)N3CCN(c4cccc(C)c4)C(C)C3)o2)cc1 (stereo not drawn)	0	98
CC1=C/C(=C/N(C)c2ccccc2)C(=O)S1	-1	104
COc1cccc(N(CC(=O)Nc2ccccc2Br)S(=O)(=O)c2ccccc2)c1	2	/
O=S(=O)(/C=C/c1ccccc1)Nc1ccc2c(c1)OCO2	6	141
CCCn1c(SCC(=O)NC(=O)Nc2ccc(C)cc2C)n[nH]c1=O	-5	81
COc1ccc(OCC(=O)Nc2cccc3ncccc23)cc1	7	77
O=[N+]1C2=C(CCCC2)N([O-])C12CCCC2	-3	102
CC(C)C(=O)Nc1ccc(N2CCOCC2)cc1	4	/
Cc1cc(OCC(=O)NNC(=O)c2cccc(Cl)c2)ccc1Br	0	/
C=CCn1c(-c2ccccc2)c(NC(=O)c2ccco2)sc1=Nc1ccc(Br)cc1	1	/
CCC(Sc1nnnn1C)C(=O)Nc1ccc(C(C)=O)cc1 (stereo not drawn)	1	87
C/C=C/c1ccc(OCCCCn2cncn2)c(OC)c1	0	151
COc1ccc(CCNC(=O)c2c(-c3ccccc3Cl)noc2C)cc1	2	/
COC(=O)C(Cc1ccc(O)cc1)NC(=O)c1ccccc1OC (stereo not drawn)	7	91
CCCN1CCN(C(=O)Cn2cccc2C(=O)c2ccccc2)CC1	7	92
CN(C)c1cccc(C(=O)N2CCN(c3ccc(F)cc3)CC2)c1	-6	/
CC(C)CCNC(=O)C(c1ccco1)N(Cc1ccccc1)C(=O)c1snc(C(N)=O)c1N (stereo not drawn)	4	209
Cc1cccc2c(N=NC(=O)c3ccc(Br)cc3)c(O)n(C)c12	2	/
COc1cc(/C=N/Nc2nc(-c3ccccc3)c(-c3ccccc3)s2)ccc1O	10	/
CCOC(=O)N1CCC(NC(=O)CCc2nc(-c3ccccc3F)no2)CC1	-4	118
CCOC(=O)c1sc(NC(=O)CSc2nnc(C)s2)c(C(=O)OCC)c1C	8	66
Cc1cccc(OCCNc2cc(N3CCN(C)CC3)ccc2[N+](=O)[O-])c1	8	/
CCOc1ccc(N=Cc2ccc(OC(C)C)c(OC)c2)cc1	-15	/
Cc1cc(C)c([N+](=O)[O-])cc1-c1ccc(/C=c2\sc3nc4ccccc4n3c2=O)o1	8	/
Cn1c(SCC(N)=O)nnc1C1CCN(S(=O)(=O)c2ccccc2C(F)(F)F)CC1	11	106
O=C(N/N=C/c1ccccn1)c1[nH]c2ccc([N+](=O)[O-])cc2c1-c1ccccc1	-1	/
O=C(C1CC1)N1CCN=C1SCc1ccc(F)cc1	3	96
COc1ccccc1N(CC(=O)NC12CC3CC(CC(C3)C1)C2)S(=O)(=O)c1ccccc1	4	/
Cc1nnc(N2C(=O)c3oc4ccccc4c(=O)c3C2c2ccco2)s1 (stereo not drawn)	9	88
CN1CCN(/C=N/c2sc3c(c2C#N)CCCCC3)CC1	-8	165
O=C1NC(=O)N(c2ccc(Cl)cc2)C(=O)/C1=C/c1ccc(I)o1	96*	/
Cc1ccc(-c2csc(NC(=O)c3ccc(S(=O)(=O)N(C)C)cc3)n2)cc1	/	101
CCOc1ccc(C(=O)c2nc3c(n2O)CCCC3)cc1	11	88
CCOc1ccc(CCNC(=O)C2CC(=O)N(C3CCCC3)C2)cc1OCC (stereo not drawn)	3	126
COc1ccc(-n2nnnc2SCC(=O)c2cccc(OC)c2)cc1	7	92
COc1ccc(CN2CCN(C(=O)c3cccs3)CC2)cc1OC	2	/
COc1ccc(C2C(C#N)=C(N)Oc3c2c(C)nn3-c2ccccc2)cc1OC (stereo not drawn)	8	/
CCOC(=O)Cn1c(S(=O)(=O)Cc2ccccc2)nc2ccccc21	7	89
C=CCn1c(=O)c(C#N)cc2c(=O)n3ccccc3nc21	2	/
Cc1cc(Cl)c(S(=O)(=O)Nc2ccon2)cc1OCC(=O)NC1CCCCC1	11	100

# Next part
SMILES	HePTP inh	BAP1 inh
CCOC(=O)COc1ccc2c(=O)c(Oc3ccccc3Br)coc2c1	-4	/
CCCS(=O)(=O)c1nc(S(=O)(=O)c2ccc(C)cc2)c(N2CCCC2)s1	9	96
CCOC(=O)c1c(C)n(OCc2ccccc2)c2ccc3nonc3c12	3	96
COc1ccc(N2CCN(CCCNC(=O)C3CCCN(S(=O)(=O)c4cnc[nH]4)C3)CC2)cc1 (stereo not drawn)	5	103
Cc1nc2ccccn2c1C(=O)NC(C)c1ccccc1 (stereo not drawn)	-7	/
Cc1cc(=O)oc2cc(OCC(=O)N3CCCc4ccccc43)ccc12	2	101
Cn1c(=O)c2c(-c3ccccc3)n(-n3cnnc3)cc2n(C)c1=O	3	109
CN(C)CCN1C(=O)c2oc3ccccc3c(=O)c2C1c1cccc(Br)c1 (stereo not drawn)	7	81

# Reprinted at random: 2 compounds from above, in no set order.
SMILES	HePTP inh	BAP1 inh
COc1ccc(-n2nnnc2SCC(=O)c2cccc(OC)c2)cc1	7	92
O=C1NC(=O)N(c2ccc(Cl)cc2)C(=O)/C1=C/c1ccc(I)o1	96*	/

# (more compounds)
SMILES	HePTP inh	BAP1 inh
O=C(Nc1cccc(NC(=O)c2ccc(Cl)cc2Cl)c1)c1ccc(-c2ccc([N+](=O)[O-])cc2)o1	6	/
COc1ccc(C2SCC(=O)N2Cc2ccco2)c(OC)c1 (stereo not drawn)	-14	/
CS/C(=N\S(=O)(=O)c1cccs1)Nc1ccc(N2CCOCC2)cc1	4	/
O=C(NC1CCCCC1)NC1CCN(S(=O)(=O)Cc2ccccc2)CC1	9	115
CC(c1ccco1)N(C(=O)c1ccc(Cl)s1)c1ccccn1 (stereo not drawn)	10	93
NC(=O)c1c(NC(=O)C2C3C=CC(C3)C2C(=O)O)sc2c1CCCC2 (stereo not drawn)	1	/
COc1cc(OC)c(OC)cc1CN1CCN(C2CCCCC2OC)CC1 (stereo not drawn)	9	/
O=C1NC(=Nc2ccc(O)cc2)S/C1=C\c1ccc(F)cc1	44	/
CCCCOC(=O)c1ccc(NC(=S)NC(NC(=O)OCC)C(Cl)(Cl)Cl)cc1 (stereo not drawn)	7	/
O=C(NC1CCCCC1)C(c1ccc(Cl)cc1)N(C(=O)c1cnccn1)c1ccc2c(c1)OCO2 (stereo not drawn)	7	80
O=C(Nc1ccc(F)cc1)N(CCCN1CCOCC1)Cc1cc2cc3c(cc2[nH]c1=O)OCCO3	14	/
CCOC(=O)N1CCN(C(=O)CS(=O)(=O)Cc2nc(-c3ccccc3C)oc2C)CC1	-4	95
CCCCOc1cccc(C(=O)Nc2ccc(CC)cc2)c1	2	/
Cc1ccc(C(C)C)c(OCCOc2ccccc2/C=C2/SC(=S)N(C)C2=O)c1	10	/
O=C(COC(=O)C1CCN(C(=O)c2ccc(Cl)cc2)CC1)c1ccco1	-3	109
COc1ccc(-c2noc(CCCc3ccccc3)n2)cc1OC	-4	99
Cc1nc2ccccc2c2oc(C(=O)NCCN3CCN(C)CC3)cc12	2	88
CCC(C)(C)N1CC(=O)N(Cc2ccccc2)C(c2ccc(OC)cc2)C1=O (stereo not drawn)	-13	77
COc1ccccc1/C=C1\SC(=S)N(c2ccc(Br)cc2)C1=O	-2	/
O=C1NC(=O)N(c2ccccc2)C(=O)/C1=C\c1cccn1-c1cccc([N+](=O)[O-])c1	2	/
COc1ccc(NC(=S)NC(=O)COc2ccc(Cl)cc2)cc1	4	/
COc1cc(CN2CCN(C(=O)c3cccc(Cl)c3)CC2)cc(OC)c1OC	6	/
Cc1ccc(-c2nc3cc(Cl)ccc3o2)cc1NC(=O)c1cccs1	1	/
Cc1ccc2nc(NCc3ccco3)c(C=NCc3ccco3)c(=O)n2c1	-2	59
CCOC(=O)c1cccc(-n2c(C)nc3ccccc3c2=O)c1	-1	102
Cc1cc(C)cc(OCC(=O)NCc2nc(-c3ccccc3)no2)c1	4	136
CC#CCCCC(=O)Nc1ccccc1C(=O)O	8	91
O=C(CSc1nnc(-c2cccs2)n1Cc1ccco1)c1ccc2c(c1)OCO2	5	83
Cc1ccc(C2C(C(=O)c3cc4ccccc4o3)=C(O)C(=O)N2CCN(C)C)o1 (stereo not drawn)	-4	96
O=[N+]([O-])c1ccc(-c2ccc(/C=C/c3ccc4ccccc4n3)o2)cc1	-11	/
CCCC(=O)N1c2ccc(-c3csc(N)n3)cc2CC1C (stereo not drawn)	12	112
CN(C)S(=O)(=O)c1cccc2c1C(=O)c1ccccc1C2=O	/	112
CC1CC(C)CN(C(=O)COC(=O)CNS(=O)(=O)/C=C/c2ccccc2)C1 (stereo not drawn)	5	109
c1ccc(Cn2nnnc2C(c2ccccn2)N2CCOCC2)cc1 (stereo not drawn)	-2	107
CC(C)(C)c1cc(N2C(=O)C(=O)/C(=C(\O)c3ccccc3)C2c2ccc(Cl)cc2)no1 (stereo not drawn)	2	/
COc1ccc(CCNC(=O)c2cc(Cl)ccc2[N+](=O)[O-])cc1OC	-3	/
Cn1c(=O)c([N+](=O)[O-])c(-n2ccnc2)c2ccccc21	-6	/
CSc1ccccc1NC(=O)CN(Cc1ccc(Cl)cc1)S(C)(=O)=O	-4	102
Cc1ccc(NC(=O)CC(C(=O)O)C2CCCO2)cc1 (stereo not drawn)	-11	/
CC(C)NCC(O)COc1cccc2[nH]ccc12 (stereo not drawn)	1	109&105

# Another view of some results above:
Cn1c(=O)c([N+](=O)[O-])c(-n2ccnc2)c2ccccc21
  HePTP inh = -6	BAP1 inh = /

CSc1ccccc1NC(=O)CN(Cc1ccc(Cl)cc1)S(C)(=O)=O
  HePTP inh = -4	BAP1 inh = 102

Cc1ccc(NC(=O)CC(C(=O)O)C2CCCO2)cc1 (stereo not drawn)
  HePTP inh = -11	BAP1 inh = /

CC(C)NCC(O)COc1cccc2[nH]ccc12 (stereo not drawn)
  HePTP inh = 1	BAP1 inh = 109&105

# The listing continues.
SMILES	HePTP inh	BAP1 inh
COc1ccc(OCC(O)CN(C)S(=O)(=O)O)cc1 (stereo not drawn)	0	/
CCN(CC)S(=O)(=O)c1ccc(S(=O)(=O)N(Cc2ccccn2)Cc2ccco2)cc1	7	109
COC(=O)Nc1nc(C)c(C(=O)N(C)C)s1	5	93
COc1ccc2c(=O)cc(C(Cl)(Cl)Cl)oc2c1	0	/
Cc1cc(Br)ccc1NC(=O)CNC(=O)CN(C)Cc1nc2ccccc2c(=O)[nH]1	5	98
O=C(CSc1nnc(-c2ccc(Cl)s2)o1)N1CCOCC1	10	91
COC(=O)c1cc(Br)c(=O)n(-c2ccc(OC)cc2)c1	-6	75
O=C1NN(c2ccccc2)C(=O)/C1=C/c1cccc(O)c1	-15	/
Cc1cc(C)c(NC(=O)COc2ccc(Br)cc2)c(C)c1	/	143
CCOC(=O)CN1C(=O)SC(CC(=O)Nc2nccs2)C1=O (stereo not drawn)	1	116
Cc1nn(-c2cc(Cl)ccc2N)c(=O)c2ccccc12	-12	109
COc1ccc(OC)c(NC(=S)NC(NC(=O)c2cccc(I)c2)C(Cl)(Cl)Cl)c1 (stereo not drawn)	4	/
CCn1c(SCCN2CCCCC2)nnc1-c1ccc(S(=O)(=O)N2CCOCC2)cc1	4	95
COC(=O)c1c(C)oc2cc3c(C(=O)OC)c(C)oc3cc12	7	/
COc1ccc(N(CC(=O)Nc2ccccc2F)S(=O)(=O)c2ccc(OC)c(OC)c2)cc1	-12	/
COc1ccc(OC)c(C2C(C(=O)c3ccco3)=C(O)C(=O)N2CCCN2CCOCC2)c1 (stereo not drawn)	9	65
CN(C)c1nc(Oc2ccc(C(=O)OCC(=O)Nc3ccccc3)cc2)nc(N(C)C)n1	4	84
C[C@H](Cc1ccccc1)Nc1ncnc2c1ncn2[C@@H]1O[C@H](CO)[C@H](O)C1O (stereo partly drawn)	/	92
Cc1cc(-c2ccc(C=C3C(=O)NC(=S)NC3=O)o2)c([N+](=O)[O-])cc1C	23	/
O=c1c2ccccc2nc(SCc2ccc(Br)cc2)n1-c1ccccc1	3	/

# Rows were taken by chance (roughly 0.79% active in at least one column).
